EPAC1 antagonist: blocks human EPAC1 exchange factor; O95398; AID 720709; hit rate 0.14% among 360,000; Potency, µM (top dose mostly 115 µM), without a hit: top-dose activity change, negative = inhibition, hits mostly inhibitors; EPAC1 GEF assay, Rap1b-BODIPY-GDP exchange fluorescence;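 further: potency means the concentration at half of the fitted maximal effect; plate controls were vehicle for no effect and positive control for full effect; nearly all actives have a fitted effect of over 50% in size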
PTHR1 ag: activates the human parathyroid hormone receptor PTHR1; Potency, µM (top dose mostly 115 µM), without a hit: at the top dose activation, usual class: activators; HEK293 GP2 PTHR1 cells, GloSensor cAMP luminescence, 1 h; hit rate 0.075% among 410,000; Q03431; AID 743266; further: potency means the concentration at half of the fitted maximal effect; nearly all actives have a fitted effect of over 55% in size; some results filed as inactive show a strong effect at the top dose; inactives centre near -15; many of its hits are not listed in these tables
Target sequence (Q03431 whole entry, looked up): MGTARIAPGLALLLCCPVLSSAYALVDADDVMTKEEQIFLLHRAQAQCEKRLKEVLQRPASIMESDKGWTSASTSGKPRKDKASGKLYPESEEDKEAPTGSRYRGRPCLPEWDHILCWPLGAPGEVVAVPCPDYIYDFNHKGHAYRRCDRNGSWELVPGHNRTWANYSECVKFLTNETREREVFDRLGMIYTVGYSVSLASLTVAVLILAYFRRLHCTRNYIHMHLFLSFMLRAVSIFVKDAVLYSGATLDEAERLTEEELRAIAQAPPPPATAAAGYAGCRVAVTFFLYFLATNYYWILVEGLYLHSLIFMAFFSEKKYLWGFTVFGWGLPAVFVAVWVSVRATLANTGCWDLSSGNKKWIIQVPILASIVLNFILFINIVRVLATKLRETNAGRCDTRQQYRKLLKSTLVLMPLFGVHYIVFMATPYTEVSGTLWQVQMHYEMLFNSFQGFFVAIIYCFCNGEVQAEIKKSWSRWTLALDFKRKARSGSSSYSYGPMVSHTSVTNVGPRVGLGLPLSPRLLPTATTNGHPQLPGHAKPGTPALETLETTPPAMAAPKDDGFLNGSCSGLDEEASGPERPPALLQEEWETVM
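HEK-293-derived GP2 cells expressing PTHR1 and a GloSensor cAMP reporter, 3,000/well, plated overnight, given luciferin plus IBMX (each 0.5 mM as added) for 1 h at 37 °C, then compound for 1 h at 37 °C. Luminescence was read after 15 min at room temperature.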
IL-2 act: activators of IL-2 | AID 652025 | hit rate 0.065% among 360,000 | activation, % (series mostly up to about 46 µM) | IL-2 activation reporter assay, cell-based qHTS; stimulated with anti-CD3/CD4/CD28 beads; in transgenic mouse T cells; in the data active means activation above about 50%; inconclusive means mostly about 30% to 49%; further: 0% is about no effect
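Readout: EGFP and DsRed signals by fluorescent plate cytometry. Unstimulated transgenic mouse T cells received compound 60 min before antibody-bead stimulation, then incubated 18 h at 37 degrees C.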
GLP1R cytotox: cytotoxic in the GLP-1 receptor inverse agonist counter-screen; HEK293 cAMP-luciferase reporter cells, luminescence, 24 h; hit rate 0.13% among 410,000; Potency, µM (doses to about 38.3 µM), inactives show at the highest dose activity change, negative = inhibition, usual class: inhibitors;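 further: loss of luciferase light is scored as toxicity; potency means the concentration at half of the fitted maximal effect; on the % scale 0 is the no-effect control and ±100 the full control effect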
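Cells in DMEM/10% Nu serum/1% pen-strep, 1536-well format. Pre-incubated 12 h, dosed with 23 nL compound, incubated a further 24 h. Luciferase detection, 12 min at room temp, luminescence.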
PI5P4K alpha inh: inhibitors of human PI5P4K alpha | P48426 | PI5P4Kalpha enzyme, ADP-Glo luminescence, 60 min; stronger effect = lower value | max response, % | hit rate 1.2% among 330,000 | AID 652105; active means max response of -50% or lower; inconclusive means between -30% and -50%; inactive means -30% or higher; further: value at the top dose of about 77 µM; on the % scale 0 is the no-effect control and ±100 the full control effect
Target sequence (P48426 whole entry, looked up): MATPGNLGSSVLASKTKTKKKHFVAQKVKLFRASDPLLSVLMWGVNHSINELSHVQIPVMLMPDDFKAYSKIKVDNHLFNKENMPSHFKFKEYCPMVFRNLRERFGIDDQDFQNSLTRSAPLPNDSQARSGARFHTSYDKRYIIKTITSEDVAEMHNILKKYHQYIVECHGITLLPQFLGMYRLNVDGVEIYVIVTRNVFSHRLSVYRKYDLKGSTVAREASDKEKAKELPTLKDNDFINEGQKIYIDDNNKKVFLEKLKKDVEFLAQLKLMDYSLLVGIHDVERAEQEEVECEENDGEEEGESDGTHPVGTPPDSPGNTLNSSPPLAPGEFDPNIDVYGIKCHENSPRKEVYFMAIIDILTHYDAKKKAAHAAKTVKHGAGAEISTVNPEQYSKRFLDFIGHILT
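PI5P4Kalpha ADP-Glo assay; 5 microM ATP final; 60 min RT reaction; HEPES pH 7.4/EGTA/CHAPS, 5% DMSO; controls lacking substrate or enzyme; luminescent end-point.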
GLP1R inv ag: acts as inverse agonist at human GLP-1 receptor; hit rate 1.6% among 410,000; HEK293 GLP-1R CRE-luciferase, luminescence, 24 h; GLP-1R form is constitutively active; P43220; Potency, µM (top dose mostly 38.3 µM), inactives show at the top dose activity change, negative = inhibition, usual class: inhibitors; further: potency means the concentration at half of the fitted maximal effect; on the % scale 0 is the no-effect control and ±100 the full control effect; nearly all actives have a fitted effect of over 55% in size
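Readout was luciferase luminescence, measured 12 min after detection reagent at room temperature. Beforehand, GLP-1R reporter HEK293 cells had sat 12 h, then received compounds for 24 hr at 37 deg C.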
EPAC1 agonist: EPAC1 (human) agonism | O95398 | hit rate 0.073% among 360,000 | EPAC1 agonist qHTS, biochemical assay; response scale: 100% = response to 6.5 mM cAMP | Potency, µM (highest dose often 154 µM), for the others: at the top dose activation, hits mostly activators; further: potency means the concentration at half of the fitted maximal effect; nearly all actives have a fitted effect of over 60% in size
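Nucleotide exchange by EPAC1 (100 nM) on Rap1B–BODIPY-GDP (250 nM) in the presence of 50 uM GDP is tracked fluorescently at 480/540 nm over 30 min. Signals are normalized to a 6.5 mM cAMP control.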
PLK1 PBD block: blocks phosphopeptide binding to human PLK1 polo-box domain; P53350; Plk1 PBD binding of FITC phosphopeptide, fluorescence polarization; Potency, µM, for inactives: max response, negative = inhibition, usual class: inhibitors; hit rate 2.8% among 360,000; further: potency means the concentration at half of the fitted maximal effect; series mostly up to about 57 µM; on the % scale 0 is the no-effect control and ±100 the full control effect; nearly all actives have a fitted effect of over 65% in size
GLP-1R agonist: agonists of human GLP-1 receptor. P43220. HEK293 GLP-1R CRE-luciferase, luminescence, 4-6 h; cells express a hypersensitive GLP-1R form. Potency, µM (top dose mostly 45.6 µM), inactives show at the highest dose activation, most hits filed as activators. hit rate 0.007% among 380,000. AID 624172; further: potency means the concentration at half of the fitted maximal effect; % of control where 0% means no effect
Starred values were filed as active, the others as inactive; i = inactive; ? = inconclusive; nt = no result given; [ ] = remark or other dose. Unless noted, the call rests on the fitted dose curve; in most records, active means well fitted curve in the direction sought with a large enough effect; inconclusive means small, poorly fitted or top-dose-only effect, or another doubt; inactive means no such curve, though single readings can be large; an effect the other way counts as inactive or inconclusive.

Value order: EPAC1 antagonist	PTHR1 ag	IL-2 act	GLP1R cytotox	PI5P4K alpha inh	GLP1R inv ag	EPAC1 agonist	PLK1 PBD block	GLP-1R agonist
- Cc1ccc(-c2nnc(OCCN3CCOCC3)c3ccccc23)cc1
→ 1%	-25%	-3.1	-4%	2	?	4%	0%	9%
- Cc1ccc(NC(=O)CC2Oc3ccccc3NC2=O)c(C)c1 (stereo not drawn)
→ -9%	-2%	2.0	7%	1	-6%	3%	-9%	0%
- Cc1ccc(NC(=O)c2ocnc2C)cc1Cl
→ -8%	-7%[57.5 µM]	-1.4	-6%	nt	0%	-4%	?	0%
- CCCCN(C)CCn1c(=S)[nH]c2ncccc2c1=O
→ -1%	i	-0.5	11%	nt	3%	7%	-9%	-1%
- CSc1cccc(NC(=O)CSc2ccc(Cl)cc2)c1
→ ?	-18%	0.6	-7%	7	?	17%	-18%	-4%
- Clc1ccccc1-c1cc2nc(NCc3ccco3)ccn2n1
→ -10%	-16%	4.3	-2%	5	?	5%	-2%	17%
- CCOC(=O)CSc1nnc([C@H](CC(C)C)NC(=O)OC(C)(C)C)o1
→ 5%	-3%[57.5 µM]	-0.4	4%	1	5%	-5%	1%	0%
- CCCc1ccc(OCc2ccc(C(=O)N/N=C/c3cccc([N+](=O)[O-])c3)o2)c(OC)c1
→ 5%	i	-2.5	-9%	-7	-1%	-8%	-3%	-4%
- CCN(CC)c1ccc(S(=O)(=O)N2CCCCC2)cc1NC(=O)CN1C(=O)NC2(CCCC2)C1=O
→ 4%	-16%	-2.3	-4%	0	-14%	0%	-2%	-4%
- CCOC1(OCC)N=C(N)C2(C#N)C(c3ccc(NC(C)=O)cc3)C12C#N (stereo not drawn)
→ 8%	-22%	-3.0	9%	-19	15%	4%	-8%	0%
- COc1ccc(Nc2ccc3ccccc3c2)cc1
→ -4%	-23%	-0.3	?	10	?	3%	7%	9%
- O=c1c2ccccc2nc(SCc2ccccc2Cl)n1Cc1ccccc1
→ 0%	-4%[57.5 µM]	0.8	-2%	13	?	3%	-12%	-3%
- CCOC(=O)c1ccc(NC(=O)c2cc3c(n(-c4ccc(C)cc4)c2=O)CC(C)(C)CC3=O)cc1
→ nt	-91%[inhibitor]	nt	3%	nt	2%	nt	nt	0%
- CCOC(=O)c1ccc(CNC(=O)c2cc(C(C)(C)C)oc2C)o1
→ -21%	-16%	-1.0	16%	-1	?	0%	-19%	5%
- O=C(NCc1ccccc1)C1c2ccccc2OCC(=O)N1CCCN1CCOCC1 (stereo not drawn)
→ -7%	-15%	0.9	-5%	0	20%	5%	0%	-2%
- CCC(=O)N=C1SC2CS(=O)(=O)CC2N1c1cccc(OC)c1 (stereo not drawn)
→ -2%	-34%[57.5 µM]	0.2	-2%	-3	8%	3%	-2%	-7%
- CC(=O)C1=C(C)NC(SCC(=O)c2cc(Cl)ccc2Cl)=C(C#N)C1c1ccco1 (stereo not drawn)
→ -13%	24%[57.5 µM]	1.0	25%	nt	?	21%	-18%	3%
- COc1ccc2nc(SCC(=O)N(C)CC(=O)Nc3ccc(F)cc3)[nH]c2c1
→ 4%	-5%	-4.1	-7%	-1	9%	-5%	3%	5%
- Cc1ccc(C(=O)OCC(=O)Nc2cc(Cl)ccc2C#N)o1
→ -3%	i	1.8	7%	6	11%	-7%	-3%	-3%
- N#Cc1c(NC(=O)c2cc([N+](=O)[O-])ccc2N2CCOCC2)sc2c1CCCC2
→ 14%	-20%	-2.4	-6%	2	95%[activator]	9%	-23%	19%
- COCCSc1nnc(NC(=O)COc2ccc3c(c2)OCO3)s1
→ 1%	i	-0.1	14%	-11	3%	-4%	-1%	0%
- CCOC(=O)c1cc2n(c1/N=C/N(C)C)-c1ccccc1C2=O
→ 137%[activator]	i	9.4	69%[activator]	nt	66%[activator]	100µM*	?	8%
- Cc1cccc(-c2noc(CCCC(=O)N3CCOCC3)n2)c1
→ -4%	-4%[57.5 µM]	3.5	-8%	nt	4%	2%	-7%	-8%
- CC1(C)Oc2ccc(C(=O)NC3CCCC3)cc2N(CC(=O)N2CCOCC2)C1=O
→ 0%	i	0.1	-25%	13	-4%	0%	-1%	-10%
- CC(C)Oc1ccc(C2CC(=O)N(C)C2=O)cc1 (stereo not drawn)
→ -11%	i	2.3	6%	-4	14%	2%	2%	-1%
- COc1ccccc1NS(=O)(=O)c1cc(NC(=O)c2ccco2)ccc1N1CCOCC1
→ -22%	i	-4.6	5%	-5	60%[activator]	11%	-2%	16%
- COc1ccc(C(=O)Nc2nnc(Cc3ccc(OC)c(OC)c3)s2)cc1
→ 0%	-12%	-3.0	-21%	-7	-26%	-2%	-7%	-4%
- COc1ccccc1NC(=O)c1ccc2c(c1)N(CC(=O)NC(C)C)C(=O)C(C)(C)O2
→ 5%	i	-0.2	-3%	6	1%	11%	-1%	0%
- Cc1ccc(OCCCC(=O)Nc2ccc3c(c2)OCO3)cc1
→ 9%	i	-2.9	9%	nt	2%	-7%	-13%	1%
- O=C(O)Cc1ccc(S(=O)(=O)Nc2ccccc2C(=O)O)cc1
→ -22%	i	0.0	4%	-1	-4%	6%	-15%	5%

The last 2 compounds of the section before lead into the next.
Value order: EPAC1 antagonist	PTHR1 ag	IL-2 act	GLP1R cytotox	PI5P4K alpha inh	GLP1R inv ag	EPAC1 agonist	PLK1 PBD block	GLP-1R agonist
- Cc1ccc(OCCCC(=O)Nc2ccc3c(c2)OCO3)cc1
→ 9%	i	-2.9	9%	nt	2%	-7%	-13%	1%
- O=C(O)Cc1ccc(S(=O)(=O)Nc2ccccc2C(=O)O)cc1
→ -22%	i	0.0	4%	-1	-4%	6%	-15%	5%
- Cc1ccc(C(=O)Nc2ccccc2C(=O)NCc2ccccc2)cc1
→ -5%	-7%	-3.4	-6%	20	-16%	-17%	1%	22%
- O=C(NNC(=S)Nc1cccc(C(F)(F)F)c1)c1ccccc1Cl
→ 2%	-90%[inhibitor]	-0.8	7%[1.53 µM]	2	-29%	3%	?	-12%
- COc1ccc(C(=O)Nc2oc(-c3ccccc3)c(-c3ccccc3)c2C#N)cc1
→ -17%	-12%[57.5 µM]	-2.3	-2%	-1	?	3%	-10%	-1%
- N#Cc1c(F)cccc1NCc1cccnc1
→ ?	-17%	-3.0	-1%	-5	-18%	-14%	-5%	8%
- COc1ccc(CN2C(=O)C(CC(=O)NCC3CCCCC3)CC(C(=O)N(C(C)C)C(C)C)=C2C)cc1 (stereo not drawn)
→ -9%	-21%	-2.3	3%	-4	?	-17%	4%	6%
- Cc1ccc(N2C(=O)/C(=C/c3cccnc3)SC2=S)cc1
→ -1%	i	-1.3	1%	2	11%	5%	-4%	0%
- CC(=NCc1ccccc1)c1ccccc1O
→ -1%	-9%	-2.7	-14%	3	33%[activator]	0%	0%	-1%
- CCOc1ccccc1NC(=O)COC(=O)c1cccc(-c2ccc(OC(C)=O)cc2)c1
→ -1%	-3%	0.8	-4%	8	0%	4%	-15%	-1%
- CCCn1c(=O)c2[nH]c(C3CCCC3)nc2n(CCC)c1=O
→ 1%	-1%	-0.6	6%	0	0%	-14%	-13%	6%
- CCOC(=O)Nc1ccc(OC(=O)Oc2ccc(NC(=O)OCC)cc2)cc1
→ 4%	-2%	-0.3	-11%	1	16%	-14%	-2%	2%
- COc1cc(C2CC(=O)Nc3n[nH]c(-c4ccccc4)c32)cc(OC)c1OC (stereo not drawn)
→ -12%	-11%	-0.5	-7%	-13	-7%	-3%	2%	0%
- CCCCC1OC23CCCCC2C(C#N)(C#N)C1(C#N)C(=N)O3 (stereo not drawn)
→ 9%	i	0.6	54%[activator]	-7	10%	7%	-7%	-3%
- O=C(CSc1nc2ccccc2o1)Nc1nc(-c2ccccc2)c(-c2ccccc2)s1
→ -3%	-24%	0.9	-7%	1	?	2%	0%	-1%
- CC(C(=O)Nc1ncc2c(n1)CC(C)(C)CC2=O)N1C(=O)c2ccccc2C1=O (stereo not drawn)
→ 12%	i	-0.8	-5%	-4	-6%	2%	-4%	-21%
- CCOC(=O)/C(=N/Nc1ccccc1)Sc1nnc(CCc2ccccc2)n1-c1ccccc1
→ -7%	i	-2.3	-3%	-22	-16%	11%	-15%	2%
- NS(=O)(=O)c1ccc(NC(=O)c2ccc(CNS(=O)(=O)c3cc(C(F)(F)F)ccc3Cl)cc2)cc1
→ -17%	3%	-0.6	1%	1	?	-4%	-4%	-1%
- CCc1nn(C(CC)C(=O)NCCCN2CC(C)CC(C)C2)c(=O)c2cc3oc(C)cc3n12 (stereo not drawn)
→ 2%	-8%	-2.2	-27%	1	?	-7%	-4%	3%
- N#C/C(=C\c1coc2ccc(O)cc2c1=O)C(=O)Nc1nc2ccccc2s1
→ 114%[activator]	-2%	0.5	-13%	-101*	-19%	89µM*	?	0%
- CCCCCCCCCCCCN1[C@@H](CC(=O)OC)c2cc(F)cc(F)c2S1(=O)=O
→ -19%	-28%	-0.7	3%	20	?	-17%	-4%	-11%
- COc1ccccc1CNS(=O)(=O)c1c(C(=O)N2CCCCCC2)c(C)n(C)c1C
→ -21%	i	-2.3	-13%	-7	8%	-2%	-14%	-2%
- CC(C)(C)NC(=O)c1ccc2c(c1)C1C3CCC(C3)C1C(c1ccccc1)N2 (stereo not drawn)
→ -11%	i	-0.5	3%	3	2.8µM*	8%	-5%	-1%
- COc1ccc(CNCCC(c2ccccc2)c2ccc(OC(C)C)cc2)cc1OC (stereo not drawn)
→ -2%	i	-6.2	?	15	?	3%	-7%	15%
- O=C(COC(=O)[C@@H]1CC(O)CN1S(=O)(=O)c1ccccc1[N+](=O)[O-])c1ccccc1 (stereo partly drawn)
→ 18%	i	-1.0	-2%	0	?	-4%	-3%	-1%
- Fc1ccc(-c2nnc3n2CCCCC3)cc1
→ 5%	i	1.3	15%[7.66 µM]	1	0%[7.66 µM]	1%	-4%	6%
- Cc1ccccc1NC(=O)c1ccc(-c2ccc(Cl)cc2Cl)o1
→ -8%	-8%	0.5	0%	1	?	13%	-6%	9%
- CCN(CC)CCCN(Cc1cc2cc(OC)c(OC)cc2[nH]c1=O)C(=O)Nc1ccccc1
→ 0%	-19%	-1.8	-27%	0	0%	-2%	-3%	1%

From PubChem BioAssay

These rows are one share of the data, so the mix of outcomes need not match the whole.
